RXFP1 antag – qHTS Assay for Antagonists of the Relaxin Receptor RXFP1 | Relaxin receptor 1 (Homo sapiens), Q9HBX9 | HEK293-RXFP1, relaxin-stimulated cAMP HTRF, 30 min; hits give low values | activity change, negative = inhibition, % at 57.5 µM | hit rate 0.59% among 350,000;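 active = activity change of -60% or lower, but not beyond a set lower limit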
Target sequence (Q9HBX9 whole entry, looked up): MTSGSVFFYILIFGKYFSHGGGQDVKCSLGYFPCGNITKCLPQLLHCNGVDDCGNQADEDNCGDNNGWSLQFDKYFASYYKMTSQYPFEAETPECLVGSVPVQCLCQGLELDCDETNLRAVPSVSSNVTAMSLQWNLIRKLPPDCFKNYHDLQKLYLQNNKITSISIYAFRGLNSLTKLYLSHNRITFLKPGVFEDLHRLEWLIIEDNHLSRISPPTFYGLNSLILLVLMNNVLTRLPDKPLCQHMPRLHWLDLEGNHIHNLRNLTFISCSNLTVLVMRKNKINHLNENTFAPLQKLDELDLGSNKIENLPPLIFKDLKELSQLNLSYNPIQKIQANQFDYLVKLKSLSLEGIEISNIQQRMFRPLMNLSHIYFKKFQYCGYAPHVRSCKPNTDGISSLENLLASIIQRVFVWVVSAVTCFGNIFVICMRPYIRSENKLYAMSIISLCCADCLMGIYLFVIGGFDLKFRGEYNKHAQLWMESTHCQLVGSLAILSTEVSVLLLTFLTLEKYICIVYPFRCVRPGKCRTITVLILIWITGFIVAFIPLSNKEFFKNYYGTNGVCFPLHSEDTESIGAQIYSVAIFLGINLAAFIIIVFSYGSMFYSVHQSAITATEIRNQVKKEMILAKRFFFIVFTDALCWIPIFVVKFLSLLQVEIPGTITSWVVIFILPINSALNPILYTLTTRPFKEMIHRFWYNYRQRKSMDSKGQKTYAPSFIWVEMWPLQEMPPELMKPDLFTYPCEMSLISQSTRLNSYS
Numbers without * were called inactive. % is scaled to controls: 0 for no effect and ±100 for the full control effect.

SMILES | RXFP1 antag
O=C(CCNC(=O)c1ccc([N+](=O)[O-])cc1)Oc1ccc(F)c(F)c1 | 0
O=c1ccn(Cc2ccccc2)c(SCc2ccccc2)n1 | -8
NS(=O)(=O)c1ccc(S(=O)(=O)N2CCCC(c3ccccc3)C2)cc1 (configuration not stated) | 0
CN1CCN(c2ccc3sc(-n4ccc5ccccc54)nc3c2)CC1 | 13
CCOC(=O)C(C)N1c2cccc3cccc(c23)S1(=O)=O (configuration not stated) | -1
C[C@@H]1CN([C@H](C)CO)C(=O)CCCn2cc(nn2)CO[C@H]1CN(C)S(=O)(=O)c1ccccc1 | 9
O=C(NCc1cccnc1)C(=O)NCC1OCCCN1S(=O)(=O)c1cc(F)ccc1F (configuration not stated) | 10
COc1cc(C(=O)OCC(=O)Nc2ccc(S(=O)(=O)NC3=NCCCCC3)cc2)cc(OC)c1OC | 5
CCOC(=O)c1c(NC(=O)COC(=O)Cc2n[nH]c(=O)c3ccccc23)sc(C(=O)NC)c1C | 11
CSc1nc(N)nc2c1ncn2C1OC(CO)CC1O (configuration not stated) | -8
COc1ccc(-c2cc(CN3C(=O)c4ccccc4C3=O)on2)cc1 | -4
O=C(OCC(=O)N1CCc2ccccc21)c1ccc([N+](=O)[O-])o1 | 7

Sorted by the number under RXFP1 antag (descending): some entries from above
smiles | RXFP1 antag
O=C(OCC(=O)N1CCc2ccccc21)c1ccc([N+](=O)[O-])o1 | 7
NS(=O)(=O)c1ccc(S(=O)(=O)N2CCCC(c3ccccc3)C2)cc1 (configuration not stated) | 0
O=c1ccn(Cc2ccccc2)c(SCc2ccccc2)n1 | -8

Next section.
SMILES | RXFP1 antag
Oc1ccc(C=NNC(=S)Nc2ccccc2)nc1 | 6
N#CC1(Nc2ccc(S(N)(=O)=O)cc2)CCCC1 | -2
Cc1ccc(S(=O)(=O)N2CCCCC2)cc1NC(=O)CCNC(=O)c1ccccc1Cl | -2
C=CCn1c(SCC(=O)N2CCOCC2)nc2sc(CC)cc2c1=O | 3
COc1cc2c(Cc3ccccc3)cncc2cc1O | -6
Cc1c(C(=O)O)sc(S(=O)(=O)N2CCN(C(=O)Cc3ccc(Cl)cc3)CC2)c1C(=O)O | -3
COc1cc(C(=O)Oc2ccccc2OC(=O)c2cc(OC)c(OC)c(OC)c2)cc(OC)c1OC | -3
COc1ccc(S(=O)(=O)N2CCOC2CNC(=O)C(=O)NCCCN2CCCC2=O)cc1OC (configuration not stated) | 7
COc1ccccc1N1CC(C(=O)Nc2ccc(S(=O)(=O)N3CCCC3)cc2)CC1=O (configuration not stated) | -1
Cc1ccc(S(=O)(=O)N2CCN(C(=O)CCC(=O)Nc3ccc(F)cc3F)CC2)cc1 | -4
CC(=O)Nc1ccc(CCNC(=O)c2ccc3ccccc3c2O)cc1 | 1
CCOc1ccc(S(=O)(=O)N2CN(c3cccc(C(C)=O)c3)c3nc4ccccc4nc32)cc1 | -8

Molecules listed so far with two or more sulfur atoms, in the order listed:
SMILES | RXFP1 antag
NS(=O)(=O)c1ccc(S(=O)(=O)N2CCCC(c3ccccc3)C2)cc1 (configuration not stated) | 0
C=CCn1c(SCC(=O)N2CCOCC2)nc2sc(CC)cc2c1=O | 3
Cc1c(C(=O)O)sc(S(=O)(=O)N2CCN(C(=O)Cc3ccc(Cl)cc3)CC2)c1C(=O)O | -3

Next part.
SMILES | RXFP1 antag
CCOC(=O)c1c(SCCN2CCCC2)n(-c2ccccc2)c(=S)n(-c2ccccc2)c1=O | -34
CCOC(=O)C(Cc1ccc(O)cc1)Nc1nc2ccccc2o1 (configuration not stated) | 2
COc1ccc(CCNC(=O)COC(=O)c2cc(S(=O)(=O)N3CCOCC3)ccc2C)cc1OC | -8
CC(C)(C)C(=O)Oc1ccc(S(=O)(=O)Nc2ccccc2C(=O)NCC(=O)O)cc1 | 12
O=C(CCc1ccccc1)Nc1c(F)cccc1F | -6
COc1ncnc2c1ncn2CC1COC(C)(C)O1 (configuration not stated) | 4
CN(CC(=O)Nc1ccc(F)c(F)c1F)C(=O)CCN1C(=O)C2CC=CCC2C1=O (configuration not stated) | -4
COc1ccc(NC(=O)c2cc(C)nc3ccccc23)cc1S(=O)(=O)N1CCOCC1 | 8
CN(c1ccccc1)S(=O)(=O)c1ccc(NC(=O)c2ccccc2C(=O)O)cc1 | -19
CC(C)CN(C(=O)Cn1c(C(F)(F)F)nc2ccccc21)c1c(N)n(Cc2ccccc2)c(=O)[nH]c1=O | -4
CC(=O)Nc1ccc(C(=O)OCC(=O)N2CCCC2=O)cc1 | -6
CC(=O)c1ccc(N2CCN(C(=O)c3cc(S(=O)(=O)N4CCOCC4)ccc3C)CC2)cc1 | -16
CC(=O)Nc1ccc2c(c1)C(N1CC3CCC(CC3)C1)c1ccccc1-2 (configuration not stated) | -23
Cc1nc(N)sc1-c1csc(Nc2cc(N(C)C)ccc2Cl)n1 | -3
C[C@H]1CN([C@@H](C)CO)C(=O)c2cc(Br)cnc2O[C@@H]1CN(C)C(=O)c1ccncc1 | 5
Cn1c(=O)c2nc(-c3ccccc3)c(-c3ccccc3)nc2n(C)c1=O | -12
Cn1ncc2c(=S)nc(Cl)[nH]c21 | 44
O=c1oc(=O)c2ccccc2c2ccccc12 | -6
O=C(CSc1ncnc2c1oc1ccccc12)NCC1CCCO1 (configuration not stated) | 10
O=C(OCC(=O)N1CCCCCC1)c1ccc[nH]c1=O | -4
COCCn1c(SCC(=O)N2CCCC2=O)nnc1-c1ccncc1 | 9
CC1CCCCC1NC(=O)CSc1nnc(C(F)(F)F)n1C (configuration not stated) | 9
COc1cc(OC)c(N(C)S(=O)(=O)c2cccc(C(=O)OCC(=O)N(C)Cc3ccccc3)c2)cc1Cl | 8
CC(OC(=O)CCc1nc2ccccc2c(=O)[nH]1)C(=O)Nc1cccc(C(F)(F)F)c1 (configuration not stated) | 10
CC(OC(=O)c1cccnc1Cl)C(=O)NC1CCCCC1 (configuration not stated) | -2
O=[N+]([O-])c1cc(C=NN2CCCCCC2)ccc1Cl | -9
CCOC(=O)c1ccc(S(=O)(=O)N2CCC(N3CCCCCC3)CC2)cc1 | -3
COc1ccc(S(=O)(=O)N2CCOCC2)cc1C(=O)Nc1ccc(N2CCCCCC2)cc1 | -1
COc1ccccc1NCC(=O)NC(=O)NC1CCCCC1 | -4
N/C(=N\NS(=O)(=O)c1ccccc1)c1ccccn1 | 0
CCN(CC)C(=O)C1=C(C)N(CCCOC)C(=O)C(CC(=O)NCCCCc2ccccc2)C1 (configuration not stated) | -3
CN(C(=O)COC(=O)c1cccs1)c1ccccc1 | -1
COc1cc(CC2C(=O)OCC2C(=O)c2ccc3c(c2)OCO3)cc(OC)c1OC (configuration not stated) | -1
Cc1nccn1CCC(=O)NC1CC(C)(C)Cc2c1cnn2-c1ccccc1 (configuration not stated) | -5
C[C@@H]1CN([C@@H](C)CO)S(=O)(=O)c2ccc(Br)cc2O[C@@H]1CN(C)C(=O)c1ccc(F)cc1 | -1
Cc1cccc(N2CCN(C(=O)c3ccc(NC(=O)CC4SC(N5CCCC5)=NC4=O)cc3)CC2)c1C (configuration not stated) | -7
Cc1nn(C)c(C)c1NC(=O)CSc1nc(-c2ccccc2F)nc2c1cnn2-c1ccccc1 | 2
Cc1ccc(Nc2n[nH]c(=S)s2)cc1 | -14
Cc1ccccc1S(=O)(=O)N(C)C[C@@H]1OCc2cnnn2CCCC(=O)N([C@@H](C)CO)C[C@@H]1C | -10
COc1ccc(NC(=O)C[C@H]2C(=O)N(CCc3ccccc3)C[C@@H]2C)cc1 | -19
COc1cccc(-c2nc(CN3CCN(C(=O)c4ccco4)CC3)c(C)o2)c1OC | 0
COc1ccc(CC(=O)OCc2csc(CC(=O)Nc3ccc(C)cc3)n2)cc1 | -2
Cc1c(-c2ccccc2)c(-c2ccc(OCCN(C)C)cc2)n2ccccc12 | -9
Cc1cc(C(=O)Nc2ccncc2)c(C)o1 | -2
COc1ccc(NS(=O)(=O)c2cc(NC(=O)c3ccc(S(=O)(=O)N(C)C)cc3)ccc2N2CCOCC2)cc1 | -3
NC(=O)c1ccc(NC(=O)COC(=O)CCC2CCCC2)cc1 | 0
O=C1C(=NO)CC(c2ccccc2)N1c1ccccc1 (configuration not stated) | -3
O=C(Cc1ccc(Cl)cc1)NNC(=O)C(=O)NC1CCCCC1 | -16
OCCN1CCSC1=S | -16
COc1ccc(C(C#N)=Cc2ccc(N(C)CCC#N)cc2)cc1 | 7
O=C(NCCO)/C(=C/c1ccco1)NC(=O)c1ccco1 | 20
Cc1cnc(N=Nc2ccccc2)[nH]1 | 2
CC1(C)CN(c2ccc(Br)cc2)C(=O)[C@H]1CC(=O)Nc1ccccc1 | 5
CCOc1ncccc1C(=O)Nc1ccc(S(=O)(=O)Nc2cc(C)nc(C)n2)cc1 | 3
C[C@@H]1CN([C@H](C)CO)C(=O)c2cc(-c3ccccc3)cnc2O[C@@H]1CN(C)C(=O)C1CCOCC1 | 14
O=C(NC(=S)N1CCN(c2ccc(F)cc2)CC1)c1ccccc1 | -9
O=C(Cc1csc(-c2ccccc2)n1)NCC(=O)Nc1ccc(F)c(F)c1F | -15
Cc1cc(NC(=O)CCC(=O)N(CC2CCCO2)C(C(=O)NC2CCCC2)c2ccccc2C)no1 (configuration not stated) | -6
COc1ccc(Cc2nc3ccc(C(=O)NCc4cccc(C)n4)cc3o2)cc1OC | -4
O=S(=O)(c1ccc(NC(=S)NC23CC4CC(CC(C4)C2)C3)cc1)N1CCCCC1 | -6
Continuation.
SMILES | RXFP1 antag
COc1ccncc1-c1ccccc1C1=CC(=O)CC(C)(C)C1=O | 3
CCN(C(=O)COC(=O)c1cc2ccccc2cc1OC)c1c(N)n(Cc2ccccc2)c(=O)[nH]c1=O | -10
CCN(CC)C(=O)C1=C(C)N(Cc2ccc(C(C)(C)C)cc2)C(=O)C(CC(=O)NC2CCCCC2)C1 (configuration not stated) | -2
CC1Cc2cc(-c3csc(NC(=O)CCl)n3)ccc2N1C(=O)C1CC1 (configuration not stated) | 4
COc1ccc(Cl)cc1-c1nc(SCC(=O)NC2CCCC2)n[nH]1 | 4
CC1CCCC(NC(=O)COC(=O)[C@@H](NC(=O)c2ccccc2Cl)C(C)C)C1C (some centres not stated) | -1
COc1cc(-c2cc(O)c(-c3ccc4ccccc4n3)c(=O)[nH]2)cc(OC)c1OC | -4
C[C@@H]1CN([C@H](C)CO)C(=O)CCCn2cc(nn2)CO[C@H]1CN(C)S(=O)(=O)c1ccc2c(c1)OCCCO2 | -8
COc1ccc(NS(=O)(=O)c2ccc(C(=O)N(C)Cc3ccc(C)o3)cc2)cc1 | 0
C#CCSc1nnc(-c2cccc3ccccc23)o1 | -6
COc1ccc(NC(=O)CNC(=O)Cc2cccc3ccccc23)cc1 | -3
CCOC(=O)CCCCCC(=O)Nc1ccc2c(c1)C(=O)N([C@@H](C)CO)C[C@H](C)[C@H](CN(C)C(=O)Nc1ccc(C(F)(F)F)cc1)OCCCC[C@H](C)O2 | 2

Shown tab-delimited: entries from further up.
Molecule	RXFP1 antag
O=C(NCCO)/C(=C/c1ccco1)NC(=O)c1ccco1	20
Cc1cnc(N=Nc2ccccc2)[nH]1	2
CC1(C)CN(c2ccc(Br)cc2)C(=O)[C@H]1CC(=O)Nc1ccccc1	5
CCOc1ncccc1C(=O)Nc1ccc(S(=O)(=O)Nc2cc(C)nc(C)n2)cc1	3
C[C@@H]1CN([C@H](C)CO)C(=O)c2cc(-c3ccccc3)cnc2O[C@@H]1CN(C)C(=O)C1CCOCC1	14
O=C(NC(=S)N1CCN(c2ccc(F)cc2)CC1)c1ccccc1	-9

Following part:
SMILES | RXFP1 antag
Cc1ccc([C@H]2N[C@]3(CCCN(Cc4ccccc4)C3=O)[C@H]3C(=O)N(Cc4ccccc4)C(=O)[C@@H]23)cc1 | -14
COc1ccccc1C1/C(=C(/O)c2cnn(-c3ccccc3)c2C)C(=O)C(=O)N1CCN(C)C (configuration not stated) | -1
COc1ccc(N(C)S(=O)(=O)c2cccc(C(=O)N3CCN(c4cccc(C)c4C)CC3)c2)cc1 | 0
CCOC1=C(C#N)CC2(CC1)c1ccccc1-c1ccccc12 | -1
COC(=O)c1cn(C(=O)c2ccc3c(c2)OCO3)c2ccccc12 | -10
O=C(NCC1CCCO1)c1cccc(S(=O)(=O)Nc2cccc(C(F)(F)F)c2)c1 (configuration not stated) | -7
Clc1nccc(NCc2ccccc2)n1 | 9
O=C1CC(c2ccccc2)C(=O)N2C(=O)CC(c3ccccc3)C(=O)N12 (configuration not stated) | -7
COc1ccc(N2CCN(CCCn3cnc4c(SC)ncnc43)CC2)cc1 | 8
COc1ccc(OC)c(/C=N/NC(=O)c2cccc3ccccc23)c1 | -8
COc1ccc(CN2C(=O)C(CC(=O)NCc3ccco3)CC(C(=O)N3CCOCC3)=C2C)cc1 (configuration not stated) | 9
CCN(CC)C(=O)C1=C(C)N(CCCN2CCCC2=O)C(=O)C(CC(=O)NCC2CCCCC2)C1 (configuration not stated) | -3
c1ccc2nc3c(ccc4ccccc43)cc2c1 | -1
COc1ccc(-c2csc(NC(=O)CS(=O)(=O)c3ccccc3)n2)c(OC)c1 | 3
Cc1ccc(NC(=O)c2ccc(Cl)c(S(=O)(=O)N3CCc4ccccc43)c2)nc1 | -10
Cc1ccc(CNC(=O)CN(C)S(=O)(=O)c2ccc(F)cc2)cc1 | -2
CC1(C)CC(=O)C=C(c2cccc(OC(=O)c3ccc(Br)cc3)c2)C1=O | 0
O=C(CNCc1ccc(F)cc1)Nc1cc(S(=O)(=O)N2CCOCC2)ccc1Cl | -2
COC(=O)c1ccc(NC(=O)C2CC3CCC2C3)cc1 (configuration not stated) | -16
O=C1C(=NO)CCCc2ccccc21 | 1
O=C(NC(=S)Nc1ccc(Br)cc1F)C1CCCCC1 | -16
CCOC(=O)C1CCNC(=O)C1=O (configuration not stated) | -1
Cc1n[nH]c2ccccc2c1=O | -14
O=C(COC(=O)Cc1cccc(C(F)(F)F)c1)NC(=O)NC1CCCC1 | -14

The list is partial; count on the stated rates, not on these rows.
